FEN1 inhibitor – qHTS Assay for the Inhibitors of Human Flap endonuclease 1 (FEN1); P39748; Recombinant FEN1 flap cleavage, fluorescence, 15 min; Potency, µM (doses to about 114 µM), for inactives: top-dose activity change, negative = inhibition, most hits filed as inhibitors; hit rate 0.35% among 390,000; note: nearly all actives have a fitted effect of over 65% in size
Target sequence (P39748 whole entry, looked up): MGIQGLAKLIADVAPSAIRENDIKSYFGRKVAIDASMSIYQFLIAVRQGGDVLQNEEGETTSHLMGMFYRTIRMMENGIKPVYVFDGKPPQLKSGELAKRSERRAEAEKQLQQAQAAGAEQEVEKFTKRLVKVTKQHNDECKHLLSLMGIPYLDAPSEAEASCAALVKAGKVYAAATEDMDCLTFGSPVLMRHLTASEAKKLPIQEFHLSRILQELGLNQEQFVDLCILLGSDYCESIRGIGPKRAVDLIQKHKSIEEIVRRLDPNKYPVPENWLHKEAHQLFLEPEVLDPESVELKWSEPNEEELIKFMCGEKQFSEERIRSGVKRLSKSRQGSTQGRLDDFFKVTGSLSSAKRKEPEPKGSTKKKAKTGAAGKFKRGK
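Concentration–response screening of FEN1 (10 nM): 15 min compound preincubation at room temperature, reaction started with 50 nM substrate and read at 0 and 15 min. Corrected, normalized data were fitted by a four-parameter Hill equation.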
TDP1 block – qHTS Assay for Inhibitors of Tyrosyl-DNA Phosphodiesterase (TDP1); Tyrosyl-DNA phosphodiesterase 1 (Homo sapiens), Q9NUW8; recombinant TDP1, AlphaScreen DNA substrate cleavage; hit rate 0.28% among 350,000; AID 485290, 2010; Potency, µM (top dose mostly 130 µM), without a hit: at the highest dose activity change, negative = inhibition, hits mostly inhibitors; note: nearly all actives have a fitted effect of over 40% in size
Target sequence (Q9NUW8 whole entry, looked up): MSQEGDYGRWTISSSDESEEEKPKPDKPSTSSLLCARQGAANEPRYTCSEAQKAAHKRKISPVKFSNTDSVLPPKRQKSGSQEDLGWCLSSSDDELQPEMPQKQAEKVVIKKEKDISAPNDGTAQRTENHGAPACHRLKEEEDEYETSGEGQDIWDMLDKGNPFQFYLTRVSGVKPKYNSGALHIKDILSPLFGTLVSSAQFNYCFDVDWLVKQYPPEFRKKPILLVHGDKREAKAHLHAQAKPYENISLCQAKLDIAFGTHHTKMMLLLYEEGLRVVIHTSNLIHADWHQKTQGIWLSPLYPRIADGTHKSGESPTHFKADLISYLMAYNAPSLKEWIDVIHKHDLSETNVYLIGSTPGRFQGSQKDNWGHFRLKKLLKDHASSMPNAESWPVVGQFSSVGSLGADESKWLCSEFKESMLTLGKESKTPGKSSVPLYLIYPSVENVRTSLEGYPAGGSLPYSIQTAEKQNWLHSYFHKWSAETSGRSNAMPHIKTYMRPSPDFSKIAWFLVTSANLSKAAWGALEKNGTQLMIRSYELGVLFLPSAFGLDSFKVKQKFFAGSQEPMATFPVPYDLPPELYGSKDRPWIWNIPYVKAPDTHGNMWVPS
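Recombinant E. coli-expressed Tdp1 (1 nM) preincubated with compound 15 min at RT, then 5'-biotin/3'-phosphotyrosine-FITC DNA substrate (15 nM) added for 5 min. AlphaScreen beads (10 ug/ml) added, 10 min RT; tyrosine-FITC cleavage read as signal loss.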
N370S GC – qHTS Assay for Inhibitors and Activators of N370S glucocerebrosidase as a Potential Chaperone Treatment of Gaucher Disease | N370S GC spleen homogenate, 4MU-glucoside fluorescence | Potency, µM (titrated, usually from 59.4 µM), inactives show top-dose activity change, negative = inhibition, actives largely listed as inhibitors | hit rate 0.092% among 330,000;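 note: 0% = full enzyme activity and -100% = no enzyme basal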
An asterisk follows results filed as active; u = inconclusive; x = no result given; & = joins results of further samples; [ ] = dose if it differs, or a comment. Calls come from the whole dose curve; as a rule, active = well fitted curve in the direction sought with a large enough effect; inconclusive = small, poorly fitted or top-dose-only effect, or another doubt; inactive = no such curve, though single readings can be large; an effect the other way counts as inactive or inconclusive. Unless noted, % is set by controls: 0 for no effect and ±100 for the full control effect; potency is the fitted concentration of half-maximal effect.

SMILES	FEN1 inhibitor	TDP1 block	N370S GC
CCc1cccc(CC)c1NC(=O)CSc1nc2ccc(N3C(=O)C4C(C3=O)[C@H]3C=C[C@@H]4C3)cc2s1 (stereo partly drawn)	-13%	2%	28%
CC(C)(C)C(=O)NC(=S)NNC(=O)c1ccc(-c2ccccc2)cc1	13%	10%	1%
CC(=O)c1c(C)[nH]c(C(=O)N2CCCC(C)C2)c1C (stereo not drawn)	4%	x	-7%
NS(=O)(=O)c1ccc(CCNC(=O)COC(=O)CN2C(=O)C3CCCCC3C2=O)cc1 (stereo not drawn)	1%	-3%	-4%
CCC1/C(=N\O)CC(c2ccco2)NC1c1ccco1 (stereo not drawn)	-9%	4%	-7%
Clc1cccc(N2CCN(c3ncnc4c3nc3n4CCCC3)CC2)c1	-17%	1%	x
O=C(c1cc(COc2ccccc2)on1)N1CCCC(CN2CCOCC2)C1 (stereo not drawn)	-5%	4%	-2%
COc1ccc2c(C)c(C)c(=O)oc2c1OC	-8%	-6%	8%
CC(=O)Nc1ccc(NC(=O)COC(=O)C2CCC(C(C)(C)C)CC2)cc1 (stereo not drawn)	-2%	0%	x
CCCCc1nnc(NC(=O)CN2C(=O)c3ccccc3C2=O)s1	16%	3%	-1%
O=C(CCCOc1ccc(Cl)cc1Cl)NCCCO	-10%	-5%	3%
CO/N=C(\N)c1ccc([N+](=O)[O-])cc1	23%	3%	u

5 entries already listed, sorted by molar mass, highest first:
SMILES	FEN1 inhibitor	TDP1 block	N370S GC
CCc1cccc(CC)c1NC(=O)CSc1nc2ccc(N3C(=O)C4C(C3=O)[C@H]3C=C[C@@H]4C3)cc2s1 (stereo partly drawn)	-13%	2%	28%
CC(=O)Nc1ccc(NC(=O)COC(=O)C2CCC(C(C)(C)C)CC2)cc1 (stereo not drawn)	-2%	0%	x
CCCCc1nnc(NC(=O)CN2C(=O)c3ccccc3C2=O)s1	16%	3%	-1%
CC(=O)c1c(C)[nH]c(C(=O)N2CCCC(C)C2)c1C (stereo not drawn)	4%	x	-7%
CO/N=C(\N)c1ccc([N+](=O)[O-])cc1	23%	3%	u

Other structures.
SMILES	FEN1 inhibitor	TDP1 block	N370S GC
CCCCN(CC)CCCNC(=O)c1cn(CC)c2ccc(S(=O)(=O)N3CCOCC3)cc2c1=O	-11%	0%	x
CCN(CC)C(=O)C12CC3CC(CC(Cl)(C3)C1)C2	11%	1%	2%
COc1ccc(C2=NC(C)(C)N(CC(=O)Nc3cc(OC)cc(OC)c3)C2=O)cc1	12%	8%	x
CN(C)c1cccc2c1c(NC(=O)c1ccc(Cl)cc1)nn2C	10%	3%	-10%
CCn1c(C)c(C)c2cc(C(=O)Nc3cccc(Cl)c3)ccc21	-17%	5%	13%[12.8 µM]
CCOC(=O)c1nn(-c2ccc(F)cc2)c(=O)c(C#N)c1C	2%	x	-11%
O=C(NCc1ccccc1)c1n[nH]nc1-c1ccccc1O	5%	2%	-6%
Cn1cccc1/C=C(\C#N)C(N)=S	-6%	4%	-7%
CCc1nnc2c(NCCc3ccc(OC)c(OC)c3)nc3ccccc3n12	13%&15%	2%	-2%
O=[N+]([O-])c1ccccc1OCCOCCOc1cccc2cccnc12	-3%	-8%	6%
COc1cc(C#Cc2ccc3cc(CCO)oc(=O)c3c2)cc(OC)c1	-12%	-3%	x
C=CC(=O)c1ccc(CCCCCC)cc1	x	0%	-5%
CC1=CC(C)(C)N(C(=O)CN2C(=O)c3ccccc3C2=O)c2ccc(C)cc21	-26%	3%[56.1 µM]	5%
CCN1CCCC1CNC(=O)Cn1cc2c(n1)CCC(C)C2 (stereo not drawn)	-12%	9%	5%
CCCCc1ccc(-c2nc(NC(=O)C3C4CCC(O4)C3C(=O)O)sc2C)cc1 (stereo not drawn)	x	4%	-21%
Cc1cnc(C(=O)OCC(=O)NCc2cccc(Cl)c2)cn1	20%	0%	x
COc1ccc(-n2nc(C(=O)NCC(=O)O)c3ccccc3c2=O)cc1	1%	x	-6%
Cc1[nH]nc(SCC(=O)NCC(C)C)c1[N+](=O)[O-]	-6%	2%	-11%
C/C(=N\Nc1ccc(C(=O)O)cc1)c1ccc(Br)cc1	2%	x	5%
CCOC(=O)c1c(C)[nH]c(C(=O)OCc2ccccc2)c1C	2%	6%	1%
COc1ccc(-n2nc(C(=O)NCC(=O)NC(C)C)c3ccccc3c2=O)cc1	5%	x	-3%
O=C(Nc1ccc2c(c1)OCCO2)NC12CC3CC(CC(C3)C1)C2	-7%	7%	u
COc1ccc(-c2nc(N)nc(C)c2-c2ccc(Cl)cc2)c(O)c1	-4%	x	-13%
CCN(CC)S(=O)(=O)c1cccc(C(=O)N[C@H](C(=O)O)C(C)C)c1	-5%	8%	-8%
COc1ccc(CN2CCOCCOCCN(Cc3ccc(OC)cc3)CCOCCOCC2)cc1	8%	0%	-21%
[O-][n+]1ccc(C2CC2)cc1	6%	9%	1%
COc1cccc(NC(=O)CN(C)C(=O)c2c(C)noc2C)c1	18%	0%	x
CCC(Sc1nnnn1-c1ccccc1)C(=O)NC(C)c1ccccc1 (stereo not drawn)	-15%	2%	9%
O=C1CSC(=S)N1N1C(=O)c2cccc([N+](=O)[O-])c2C1=O	x	2.8µM*	3%
CCN=c1sc(C(=O)OC)cc(=O)n1CC	-13%	2%	25%
CC(C)Cc1nnc(NC(=O)c2ccc3c(=O)n4c(nc3c2)CCC4)s1	-6%	3%	-2%
COc1ccc(/C=C2\CCCC3C2=NN(C(=O)c2ccco2)C3c2ccc(OC)c(OC)c2)cc1OC (stereo not drawn)	-1%	2%	-8%
O=C(CCN1CCCCCC1)Nc1ccc2c(c1)OCCO2	5%	-2%	2%
CC(C)=CCC/C(C)=C/CNC(=O)C[C@H]1C[C@H](C(=O)N2CCOCC2)[C@@]2(C)c3[nH]c4cc(-c5ccco5)ccc4c3CCN2C1=O	-30%	6%[56.1 µM]	x
CC[C@@H]1/C=C(\C)C[C@H](C)C[C@H](OC)[C@H]2O[C@@](O)(C(=O)C(=O)N3CCCC[C@H]3C(=O)O[C@H](/C(C)=C/[C@@H]3CC[C@@H](O)[C@H](OC)C3)[C@H](C)[C@@H](O)CC1=O)[C@H](C)C[C@@H]2OC	x	10%&13%	-7%&-24%
CCC1CCCCN1C(=O)COC(=O)c1cc2ccccc2cc1O (stereo not drawn)	7%	-5%	u
O=C(O)c1cccc(N2C(=O)C3C4C=CC(C4=C(c4ccccc4)c4ccccc4)C3C2=O)c1 (stereo not drawn)	-4%	4%	10%
CC1=CC(C)(C)N(C(=O)CN2C(=O)CCC2=O)c2ccccc21	-4%	0%	5%
Clc1ccc2nc(-c3ccccn3)c(Nc3ccc4c(c3)OCO4)n2c1	0%	13%	-6%
COC(=O)c1ccc(Oc2nc(NC(C)C)nc(N(C)C)n2)cc1	7%	2%	8%
Cc1ccc(Nc2nc(-c3cccs3)cs2)nc1	0%	5%	2%
COc1cccc(-c2cc(C(=O)N3CCCc4ccccc43)no2)c1	-4%	-5%	9%
CC(O)Cn1c(N2CCCC2)nc2c1c(=O)n(C)c(=O)n2C (stereo not drawn)	0%	5%	-15%
O=C(CN1CCCC1)Nc1ccc(F)c(Cl)c1	0%	3%	-2%
CCCNC(=O)c1cc(S(=O)(=O)N2CCCCC2)ccc1N1CCOCC1	5%	5%	-9%
Clc1ccc(CN2CCCCCCC2)cc1Cl	-10%	-3%	-11%
O=C(Nc1c(-c2ccc(F)cc2)nc2ccccn12)c1ccccc1F	1%	12%	x
CC1CCC2(CC1)NC(=O)N(CC(=O)N1CCN(c3ccccc3)CC1)C2=O (stereo not drawn)	-1%	1%	x

Next section; it opens with the 4 that closed the last part.
SMILES	FEN1 inhibitor	TDP1 block	N370S GC
CCCNC(=O)c1cc(S(=O)(=O)N2CCCCC2)ccc1N1CCOCC1	5%	5%	-9%
Clc1ccc(CN2CCCCCCC2)cc1Cl	-10%	-3%	-11%
O=C(Nc1c(-c2ccc(F)cc2)nc2ccccn12)c1ccccc1F	1%	12%	x
CC1CCC2(CC1)NC(=O)N(CC(=O)N1CCN(c3ccccc3)CC1)C2=O (stereo not drawn)	-1%	1%	x
Cc1nc2c(-c3ccc(F)cc3)c(C)nn2c(C)c1CCC(=O)NCc1ccc(F)cc1	-1%	3%	x
CCOC(=O)C1=C(c2ccccc2)c2ccccc2N(S(=O)(=O)C(F)(F)F)C1C(=O)OCC (stereo not drawn)	2%	-5%[56.1 µM]	x
Cc1ccc(NC(=O)CCC(=O)c2cccs2)nc1	-3%	x	-12%
CCCCc1ccc(NS(=O)(=O)c2cccc(C(=O)N3CCCN(C)CC3)c2)cc1	-8%	4%	x
Cn1cc(S(=O)(=O)N2CCCC2)cc1C(=O)NCc1ccccc1Cl	17%	x	-10%
COc1ccc2cc(CCNC(=O)C3CC3)c(=O)[nH]c2c1	0%	0%	14%
O=C(Oc1ccc(-c2nnco2)cc1)N1CCCCC1	-3%	5%	1%
Cc1ccc(S(=O)(=O)NC(=O)N(C)C2CCCCC2)cc1	5%	5%	-3%
CC(N=C(NS(=O)(=O)c1ccc(Cl)cc1)c1ccccc1)C(=O)O (stereo not drawn)	3%	-5%	-24%
CCN1CCN(C(c2cc(OC)ccc2OC)c2nnnn2Cc2ccccc2)CC1 (stereo not drawn)	-2%	4%	-2%
COc1cc(/C=N/NC(=O)c2cc(C)n(-c3ccc(F)cc3)c2C)cc(OC)c1O	-23%	1%	-7%
COc1ccc(C(=O)N(CCc2ccccc2)Cc2ccccc2)cc1S(=O)(=O)N1CCOCC1	-1%	4%	-11%
CC1CC(=O)N(CC(=O)Nc2ccc3c(c2)OCO3)c2ccccc2S1 (stereo not drawn)	-10%	7%	u
COc1ccc(NC(=O)CN2C(=O)C(C)(C)c3ccccc32)cc1Cl	8%	3%	x
Cc1[nH][nH]c(=O)c1N=Nc1ccccc1C#N	x	0%	-15%
CCC(CC)C(=O)Nc1cc(-c2nc3cccnc3s2)ccc1C	2%	5%	x
Cc1ccc2nc(N(CCN(C)C)C(=O)c3ccc4ccccc4c3)sc2c1	4%	12%	-16%
Oc1oc(-c2ccccc2)nc1C=Nc1ccccc1	-23%	0%	13%
COc1ccc(-n2c(C)nc(N)c2C(=O)c2ccccc2)cc1	4%	6%	-9%
CCC(NC(=O)Nc1ccc(OC)c(OC)c1)c1c(-n2cccc2)sc2c1CCN(C)C2 (stereo not drawn)	-20%	11%	x
Cc1ccc(-c2nc(N)sc2CC(=O)OCC(=O)NCC2CCCO2)cc1 (stereo not drawn)	9%	1%	-1%
Fc1ccc2[nH]c3c(c2c1)CN(C(=S)NCc1ccccc1)CC3	-12%	8%	0%
O=C(/C=C/c1ccco1)c1ccccc1O	9%	-4%	-3%
CCCSc1nnc(Cn2c(=O)sc3ccccc32)n1C	-1%	8%	-2%
CCC(=O)NNc1ncnc2c1cnn2-c1ccc(C)c(Cl)c1	-1%	8%	x
Cc1ccc(C=Nc2ccccc2C(N)=O)s1	-13%	5%	-10%
COC(=O)c1ccccc1NC(=O)N1CCN(C/C=C/c2ccccc2)CC1	-22%	-3%	1%
O=C(NCCCN1CCOCC1)c1ccc(Br)cc1	5%	6%	-9%
COc1ccc(C(=O)N(Cc2sccc2C)C2CCS(=O)(=O)C2)cc1 (stereo not drawn)	-5%&2%	3%&9%	-5%
O=C(CN(CC1CCCO1)C(=O)CNS(=O)(=O)c1ccc(F)cc1)NCc1ccccc1 (stereo not drawn)	-1%	13%	-3%
CCCOC(=O)Cn1cnc2scc(-c3ccc(OC)cc3)c2c1=O	1%	x	-7%
c1ccc(COc2ccccc2CNc2nn[nH]n2)cc1	20%	0%	-16%
COc1cccc(NC(=O)CSc2nnc(NC(=O)NC3CCCCC3)s2)c1	-16%	8%	x
CC(=O)Oc1cccc(Nc2ncnc3ccccc23)c1	-9%	x	-3%
CCOC(=O)c1ccc(N2C(=O)C=C(N3CCOCC3)C2=O)cc1	14%	x	-4%
CCOC(=O)C1CCN(C(=S)Nc2cc(OC)c(OC)cc2C(=O)OC)CC1	-3%	2%	-8%
COC(=O)c1c(-c2ccccc2)csc1NC1=NS(=O)(=O)c2ccccc21	2%	0%	4%
CCS(=O)(=O)CCSc1nc(-c2ccc(Br)cc2)cc(-c2ccccc2)c1C#N	6%	0%[12.3 µM]	x
O=C1NC(Cc2ccccc2)C(=O)Nc2ccc(Br)cc21 (stereo not drawn)	-15%	x	-5%
COc1cccc(-c2nnn(CC(=O)Nc3ccc(C)cc3C)n2)c1OC	5%	-3%	23%
Cc1cccn2c(=O)c3cc(C(=O)NC4CCCCC4C)n(C)c3nc12 (stereo not drawn)	-6%	7%	11%

Screening results: PubChem, National Center for Advancing Translational Sciences (NCATS)
